MEX-5 binding: C. elegans MEX-5 TCR-2 RNA binding activity; AID 1832; activity score (negative = inhibition of binding), % at 10 µM; 300,000 tested, 0.38% active; Q9XUB2; MEX-5/FITC-TCR2 RNA binding, fluorescence polarization; active compounds read low;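 active = inhibition past about -25% in most replicates, and total fluorescence under double the plate's negative control median, limit read from the data; inconclusive = replicates evenly split on the limit, or fluorescence at least double controls; inactive = too little inhibition in most replicates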;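 also: 0% = DMSO and -100% = 5 µM competing unlabeled TCR2 RNA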
Target sequence (Q9XUB2 whole entry, looked up): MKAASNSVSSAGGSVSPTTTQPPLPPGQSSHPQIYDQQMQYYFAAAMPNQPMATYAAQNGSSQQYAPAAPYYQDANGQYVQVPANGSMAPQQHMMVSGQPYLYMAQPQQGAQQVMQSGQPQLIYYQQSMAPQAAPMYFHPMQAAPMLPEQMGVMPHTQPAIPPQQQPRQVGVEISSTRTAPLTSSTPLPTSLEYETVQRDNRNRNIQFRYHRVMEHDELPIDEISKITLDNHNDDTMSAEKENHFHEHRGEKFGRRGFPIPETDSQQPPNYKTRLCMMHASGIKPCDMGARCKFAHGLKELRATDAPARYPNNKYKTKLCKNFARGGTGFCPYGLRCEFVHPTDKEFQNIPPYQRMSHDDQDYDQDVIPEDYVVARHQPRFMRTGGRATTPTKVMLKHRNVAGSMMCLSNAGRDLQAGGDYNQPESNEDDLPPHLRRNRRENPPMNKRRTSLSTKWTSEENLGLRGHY
GLD-1 RNA inh: GLD-1-TGE RNA interaction inhibition (C. elegans); inhibition, % at 5.96 µM; purified GLD-1 + fluorescein TGE RNA, fluorescence polarization; 320,000 tested, 0.44% active; Q17339;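 active = percent inhibition above a per-plate cutoff, the plate mean of test compounds plus 3 SD, cut at about 30% in these data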;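 also: 0% = DMSO wells with GLD-1 and probe and 100% = wells lacking GLD-1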
Target sequence (Q17339 whole entry, looked up): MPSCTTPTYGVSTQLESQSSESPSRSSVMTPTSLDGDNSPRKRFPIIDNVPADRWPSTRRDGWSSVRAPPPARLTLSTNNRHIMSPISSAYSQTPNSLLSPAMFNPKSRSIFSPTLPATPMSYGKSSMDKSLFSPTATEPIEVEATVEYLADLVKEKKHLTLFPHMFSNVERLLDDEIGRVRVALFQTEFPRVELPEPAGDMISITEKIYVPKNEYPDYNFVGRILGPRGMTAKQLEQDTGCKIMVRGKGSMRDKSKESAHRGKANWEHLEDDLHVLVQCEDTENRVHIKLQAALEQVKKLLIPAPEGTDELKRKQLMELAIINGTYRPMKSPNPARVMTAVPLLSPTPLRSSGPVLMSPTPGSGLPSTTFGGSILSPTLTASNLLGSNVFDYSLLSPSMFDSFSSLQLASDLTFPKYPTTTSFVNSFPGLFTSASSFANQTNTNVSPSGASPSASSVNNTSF
Bcl-xL primary: inhibitors of human Bcl-xL. GST-Bcl-xL / FITC-Bim BH3 peptide fluorescence polarization. inhibition, % at 10.9 µM. 320,000 tested, 0.7% active. Q07817;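 active = inhibition above the mean of all tested compounds plus 3 SD, cutoff set per campaign, cut at about 30% in these data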;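 also: 0% = DMSO wells and 100% = unlabeled Bim-BH3 peptide competitor; inhibitors lower millipolarization by displacing the labeled peptide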
CR mimetic SO: yeast age-related superoxide inhibition as caloric restriction mimetic; S. cerevisiae aged cells, superoxide DHE fluorescence; active compounds read low; 330,000 tested, 0.18% active; superoxide response (% of plate mean), % at 10 µM;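 active = superoxide response under a set limit, about three screen SD below normal, cut at about 65% in these data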;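 also: yeast aged for seven days with compound at 30 °C before DHE staining; 100% = average MFI of all compound-treated wells on the plate with controls excluded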
ZTA counter: counter-screen for EBNA-1 inhibitors: inhibitors of Epstein-Barr virus ZTA. ZTA-DNA binding, fluorescence polarization. inhibition, % at 11 µM. 320,000 tested, 0.15% active. AID 2234; in the data active = inhibition above about 33%
Efflux pump mplx: blocks antifungal efflux pumps in multiplex yeast assay | S. cerevisiae Candida pump triplex, Nile Red efflux | inhibition, % at 10 µM | 330,000 tested, 0.44% active | AID 485275;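 active = plate passing quality check with inhibition over a set limit, or well fluorescence over plate mean plus 4 SD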;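 also: Nile Red retained in pooled yeast measured as flow cytometry median fluorescence; 0% = buffer negative control and 100% = Enniatin B positive control; higher means more Nile Red kept so more efflux inhibition; some compounds called inactive have numbers as strong as hits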
Fam108B counter: blocks mouse Fam108B hydrolase in RBBP9 counter-screen; 300,000 tested, 0.33% active; inhibition, % at 9.51 µM; recombinant Fam108B, FP-Rh probe fluorescence polarization;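 active = inhibition above the screen mean inhibition plus 3 SD, computed separately per campaign, cut at about 18% in these data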;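 also: inhibitors lower polarization as less probe binds the enzyme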
EBNA-1 inhibitor: blocks EBNA-1 binding to DNA; 300,000 tested, 0.34% active; inhibition, % at 14.8 µM; EBNA-1 DNA binding, fluorescence polarization; in the data active = inhibition above about 28%
MCL1 BIM primary: inhibitors of human MCL1 binding to BIM-BH3 peptide; Q07820; GST-MCL1 / FITC-Bim-BH3 fluorescence polarization; inhibition, % at 10.9 µM; 320,000 tested, 0.68% active;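 active = inhibition above the mean inhibition of all tested compounds plus 3 SD, set per campaign, cut at about 40% in these data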;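 also: 0% = DMSO wells and 100% = unlabeled Bim-BH3 peptide control; higher means more loss of mP so more displacement of Bim peptide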
* = called active by the depositor; ? = inconclusive; nt = not tested or not shown.

SMILES	MEX-5 binding	Fam108B counter	CR mimetic SO	EBNA-1 inhibitor	GLD-1 RNA inh	Bcl-xL primary	MCL1 BIM primary	Efflux pump mplx	ZTA counter
COc1cccc(NC(=O)CN(C)C(=O)c2ccc(N3CCCCC3)c([N+](=O)[O-])c2)c1	nt	nt	77	nt	-5	1	0	0.5	3
CC(=O)N(CC1CCCO1)C1(C(=O)NC2CCCC2)CCCCC1 (centres undefined)	2.3	-1	100	5	-5	0	1	0.1	15
CS(=O)(=O)N(CC(=O)N1CCOCC1)c1ccc(Cl)cc1	-3.9	-1	104	-7	-1	6	-3	0.2	-3
O=C(CCCCCNC(=O)N1CCn2c1nc1ccccc12)N[C@@H](Cc1ccccc1)C(=O)O	-0.2	-1	104	-3	-1	2	2	0.1	4
COc1ccc(/C=C(/C#N)C(=O)Nc2cc(C)ccc2C)cc1C(=O)O	1.9	-1	105	-11	2	6	3	0.1	5
CCC(c1nnnn1C1CCCCC1)N1CCN(C(=O)c2ccco2)CC1 (centres undefined)	-1.6	-1	95	7	4	9	16	-0.1	-9
CCCN(CCC)CC(O)COc1ccc2c(c1)OCO2 (centres undefined)	3.0	3	115	7	-3	1	-2	-0.1	3
COCc1cc(C)nc(N/N=C/c2ccc(-c3ccc(C(=O)O)c(Cl)c3)o2)c1C#N	-5.4	5	99	-7	2	9	8	-0.3	-7
CCCc1ccc(OCC(=O)NNC(=S)NC(=O)c2ccco2)cc1	0.7	-1	142	-7	1	12	12	0.0	12
Cc1ccc(NC(=O)N(C2CCCCC2)C(C)c2cccnc2)cc1C (centres undefined)	1.9	1	97	-1	9	0	-6	0.0	-5
CCN1C(C)=C(C)S/C1=C1\SC(=S)N(NC(C)=O)C1=O	-6.1	0	97	-1	-2	0	3	-0.2	-9
COc1ccc(/C=N/Nc2nnc(Cc3ccc(OC)c(OC)c3)c(=O)[nH]2)cc1	-3.0	0	102	-2	4	8	12	0.2	-2
COc1ccc(NC(=O)C2C3C=CC(C3)C2C(=O)NCc2ccco2)c(OC)c1 (centres undefined)	0.6	2	103	0	-1	10	7	0.0	-5
O=C(Nc1nn(Cc2ccc(Cl)cc2)cc1Br)c1ccc(COc2ccccc2Cl)o1	-0.3	-17	115	19	0	-2	-4	0.2	-6
Cc1ccc(Oc2ncccc2NC(=O)CC2(CC(=O)O)CCCC2)c2c1CCC2	1.0	-1	102	1	-1	3	7	-0.1	0
O=C(COC(=O)Cc1cccs1)NCC(=O)Nc1ccc(F)cc1	nt	nt	118	nt	-3	1	0	0.0	0
CC(=O)N1CCCc2cc(S(=O)(=O)N3CCCC(C(=O)NCc4ccc(Cl)cc4)C3)ccc21 (centres undefined)	-1.8	-1	83	-5	6	3	-7	0.0	4
Cn1c(=O)[nH]c(=O)c2c1nc(N1CCCCCC1)n2CCSc1nc2ccccc2[nH]1	-0.5	1	104	9	4	-1	0	0.1	10
O=C(CCc1nnc(COc2ccccc2)o1)NCc1ccccc1	0.7	2	85	1	3	-1	-1	0.1	13
CCCCC(=O)N(c1ccc(C)c(C)c1)C1C=CS(=O)(=O)C1 (centres undefined)	-1.4	3	96	10	-2	5	-3	-0.1	-10
CC(C)CC(NC(=O)/C(=C\c1ccco1)NC(=O)c1ccco1)C(=O)O (centres undefined)	-4.0	-3	97	-4	18	25	27	-0.1	-20
CC(=O)NCCC(=O)Nc1cc(S(=O)(=O)N2CCCCC2)ccc1N1CCN(C)CC1	-0.5	2	136	-16	11	6	3	0.1	7
O=C(NCCN1CCOCC1)c1cccn2c(=O)c3c4c(sc3nc12)CCCC4	?	4	104	-6	2	1	-4	0.1	-4
COc1cccc2cc(-c3nnc(SCC(=O)Nc4ccc(NC(C)=O)cc4)n3C)oc12	-2.0	1	104	5	8	-4	-4	0.1	5
CCOc1ccccc1N1CCN(C(=O)c2ccccc2OCc2c(C)noc2C)CC1	nt	nt	84	nt	3	2	1	-0.1	-2
NC(=O)c1cc(NC(=O)CCCc2nc3ccccc3s2)cc(C(N)=O)c1	2.6	-7	114	-3	-4	4	4	0.3	2
CCCCc1nc(Cl)c(C#N)c2c1CCCC2	-4.5	2	86	-1	8	2	7	0.1	-8
CCC(=O)N1CCN(c2ccc(NC(=O)c3cc4ccccc4o3)cc2Cl)CC1	4.0	-1	135	-3	-5	2	2	0.1	4
COc1ccc2nc(Nc3nc4ccc(NC(C)=O)cc4s3)sc2c1	-2.3	7	98	-7	3	1	10	-0.3	3
COc1ccc(NC(=O)c2cc3c(=O)n(C)c4ccccc4c3s2)cc1OC	2.4	3	102	4	2	2	16	-0.1	6
CN(C(=O)c1ccccc1Br)C1CCS(=O)(=O)C1 (centres undefined)	-0.7	2	87	-3	7	2	-3	0.0	-2
O=C1CCCN1CCC(=O)N1CCCC(N2CCN(c3ccccc3F)CC2)C1 (centres undefined)	0.3	0	92	2	-2	4	5	0.1	-5
Cc1cccc(OC(=O)c2sc(Cl)nc2C)c1	0.2	0	105	1	4	4	7	-0.2	7
CSc1ccc(Cc2ccc(Cl)cc2Cl)nn1	-0.7	2	132	1	3	2	5	0.1	-12
COc1ccc(N2CCN(CCNC(=O)CCS(=O)(=O)c3cccc4nsnc34)CC2)cc1	1.4	-2	97	-1	2	10	6	-0.1	-11
C=CCNC(=S)NNC(=O)CCC(O)COCCC(C)C (centres undefined)	-0.8	0	88	0	4	5	1	0.1	6
COC(=O)c1ccccc1OCCOc1ccccc1C(=O)OC	-1.8	9	101	-2	6	3	6	0.0	-10
CCC(=O)N(Cc1cc(=O)[nH]c2ccccc12)c1ccc(C)cc1C	-1.9	-1	96	2	-10	1	-1	-0.1	-3
CCOc1cc(C(=O)Nc2cccc3ncccc23)cc(OCC)c1OCC	0.4	-5	76	6	-2	4	8	0.3	5
CCOC(=O)CSc1nc2cc(C(=O)NCC3CCCO3)ccc2c(=O)n1Cc1ccco1 (centres undefined)	0.8	1	102	4	4	-2	-1	-0.2	2
CC(=O)Nc1c(C(=O)N2CCOCC2)cnn1-c1ccc(C)c(C)c1	1.1	3	105	-4	2	1	-5	-0.1	-1
COc1cc(NC(=O)CN(C)S(=O)(=O)c2ccc3c(c2)CC(C)N3C(C)=O)cc(OC)c1 (centres undefined)	-4.6	1	105	-16	-7	7	2	0.4	-8
Cc1ccc(C(=O)CC2SC(N)=NC2=O)cc1 (centres undefined)	-2.3	0	103	0	2	6	9	0.0	-12
CC(NC(=O)CSc1cccc(C(F)(F)F)c1)c1ccccc1 (centres undefined)	-2.2	-3	102	10	-2	6	12	-0.1	1
Cc1cccc(N(Cc2ccccc2)C(=O)c2ccc(CS(C)(=O)=O)cc2)c1	-1.3	4	103	-1	1	0	0	0.0	-11
COCC(C)NC(=O)CSc1nc2nn(-c3ccccc3)c(=O)c-2c2n1CCCCC2 (centres undefined)	-0.7	1	101	7	-1	4	0	-0.1	-13
COc1ccc(-c2nnn(CC(=O)N(CCCN3CCOCC3)C(C(=O)NC3CCCC3)c3ccco3)n2)cc1 (centres undefined)	2.5	-6	98	-15	-6	0	-2	0.0	-11
O=C(NCc1ccc2c(c1)OCO2)c1cccs1	0.2	2	82	-5	-2	3	3	-0.4	-8
CCn1c(O)c2ccc(C(=O)N=NC(=O)c3ccccc3)cc2c1O	-3.4	-4	115	-11	4	-2	-1	0.2	-5
C[C@]12C=CC(=O)C=C1CC[C@@H]1C2[C@@H](O)C[C@@]2(C)C1CC[C@]2(O)C(=O)COC(=O)CCC(=O)O (some centres undefined)	1.6	-2	91	0	-2	2	0	-0.1	-1

(cont.)
SMILES	MEX-5 binding	Fam108B counter	CR mimetic SO	EBNA-1 inhibitor	GLD-1 RNA inh	Bcl-xL primary	MCL1 BIM primary	Efflux pump mplx	ZTA counter
Cc1cc(N2C(=O)C(O)=C(C(=O)c3cccs3)C2c2ccc(F)cc2)no1 (centres undefined)	2.1	1	98	5	-3	-2	-2	-0.1	-7
CCOc1ccccc1NC(=O)[C@@H](NC(=O)c1ccccc1F)C(C)C	1.2	2	85	-4	4	2	3	0.0	-16
CCc1ccccc1N(CC)C(=O)c1cn(CC)c(=O)c2cc(OC)c(OC)cc12	-1.7	2	101	1	2	-2	-1	0.0	12
COc1cc(/C=C/C(=O)O)ccc1OCc1cnc(Cl)s1	-2.5	3	133	10	8	7	5	0.1	-4
COC(=O)c1cccc(C(=O)N2CCC(CCC(=O)NCc3ccc(F)cc3)CC2)c1	0.0	1	111	-10	-3	12	8	-0.1	4
O=C(CSc1nnc2ccc(-c3ccncc3)nn12)N1CCCCC1	-1.7	-7	105	-1	2	6	0	0.1	5
CCOC(=O)C1C(=O)NC(c2ccccc2)=NC1c1ccc(OC)cc1 (centres undefined)	1.7	0	91	4	1	4	6	-0.1	8
O=C(CNC(=O)c1ccncc1)N/N=C/c1ccccn1	-1.6	2	113	10	5	5	17	0.1	-17
CCOC(=O)c1sc(NC(=O)CSc2nnc(Cc3ccccc3)o2)c(C(=O)OCC)c1C	-4.2	-1	121	-1	4	-1	-1	0.6	-4
Cn1c2ccccc2c2nnc(SCC(=O)Nc3cccc(C(=O)O)c3)nc21	-2.0	-2	87	-9	-2	14	15	-0.1	-5
Cn1cccc/c1=N\c1cccc[n+]1C	-1.7	-1	101	-16	1	-19	-20	0.3	-1
Cc1ccc(S(=O)(=O)NCC(=O)N(CC(=O)NCc2ccccc2)CC2CCCO2)cc1 (centres undefined)	2.8	-4	101	-10	7	0	1	0.1	-33
CCCCNC(=O)n1c(=O)oc2ccc(Cl)cc21	-0.1	0	100	7	3	4	5	-0.1	14
COCc1nnc(NC(=O)CCc2ccc(OC)cc2)s1	-1.6	-1	95	-5	-1	6	4	0.1	-5
Cc1ccc(-c2nnc(-c3ccccc3Br)o2)cc1	2.3	0	92	-12	6	2	4	-0.1	9
O=C(CC1CCCCC1)Nc1ncn[nH]1	3.8	2	98	4	2	5	2	0.0	6
CC(C)Nc1nc(NC(C)C)nc(Oc2ccc(/C=N/O)cc2)n1	-0.5	3	86	-1	0	2	-6	0.0	-4
O=c1nc2ccccc2c2n1CC(CN1CCN(c3cccc(Cl)c3)CC1)N2 (centres undefined)	0.4	5	101	0	2	2	7	-0.3	3
CCCCCOc1ccccc1C(=O)NCCCC(=O)O	-1.5	1	96	3	1	1	3	-0.1	8
Cc1cccc(N2CC(C(=O)Nc3nccs3)CC2=O)c1C (centres undefined)	0.0	1	98	-6	-3	0	-1	-0.1	3
Cc1ccc(C(=O)Nc2ccnc(-c3ccncc3)n2)cc1	1.7	0	113	14	2	5	7	-0.1	11
COc1ccc(N(CC(C)C)S(=O)(=O)c2nnc(NC(=O)c3ccco3)s2)cc1	4.9	0	127	2	2	4	2	0.4	17
C=C(C)c1nc2cc(OC)c(OC)cc2c(=O)o1	-0.4	4	100	4	2	2	-4	0.0	-9
CC(=O)NC(CCS(C)(=O)=O)C(=O)Nc1cccc2ccccc12 (centres undefined)	1.0	-2	98	4	-1	2	-1	0.0	16

Record cards (already shown). Screens in order: MEX-5 binding | Fam108B counter | CR mimetic SO | EBNA-1 inhibitor | GLD-1 RNA inh | Bcl-xL primary | MCL1 BIM primary | Efflux pump mplx | ZTA counter
CCCCCOc1ccccc1C(=O)NCCCC(=O)O is listed as -1.5 | 1 | 96 | 3 | 1 | 1 | 3 | -0.1 | 8
Cn1c2ccccc2c2nnc(SCC(=O)Nc3cccc(C(=O)O)c3)nc21 is listed as -2.0 | -2 | 87 | -9 | -2 | 14 | 15 | -0.1 | -5

Bioassay records: PubChem BioAssay, several laboratories
